# Assay outcomes as filed in PubChem BioAssay.
# TrxR1 substrate = rat thioredoxin reductase 1 substrate activity; O89049; purified TrxR1 substrate turnover, NADPH consumption readout; Potency, µM (top dose mostly 114 µM), without a hit: top-dose activity change, negative = substrate turnover; 390,000 compounds, 0.01% hits; AID 588456; further: potency means the concentration at half of the fitted maximal effect; on the % scale 0 is the no-effect control and ±100 the full control effect; nearly all actives have a fitted effect of over 50% in size
#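 Rat TrxR1, dispensed at 90 nM, was prereduced with 400 uM NADPH (final) for 5 min at ~22 deg C, then incubated with compound 15 min before 400 uM selenite. A first-read NADPH fluorescence drop versus no-compound background flagged substrates.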
# Pin1 inhibitor = blocks the human prolyl isomerase Pin1; Pin1 FP peptide displacement, HiFluor488, 10 min; 390,000 compounds, 0.009% hits; AID 504891; Potency, µM (doses to about 115 µM), for the others: at the top dose activity, negative = inhibition, usual class: inhibitors; active means well fitted inhibition curve with a large enough effect in the polarisation, with a control signal flat, not every such curve was filed as active; inconclusive means small, poorly fitted or top-dose-only effect, or effect the other way, or a change in a side signal; inactive means no such curve, though single readings can be large or run the other way; the % refers to the polarisation; further: potency means the concentration at half of the fitted maximal effect; on the % scale 0 is the no-effect control and ±100 the full control effect
# Target sequence (Q13526 whole entry, looked up): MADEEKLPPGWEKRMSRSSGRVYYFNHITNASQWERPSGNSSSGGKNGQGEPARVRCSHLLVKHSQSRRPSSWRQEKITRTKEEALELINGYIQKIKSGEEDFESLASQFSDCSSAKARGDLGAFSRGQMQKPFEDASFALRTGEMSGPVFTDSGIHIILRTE
# TRHR enhancer = TRH receptor (human) allosteric enhancement | P34981 | TRHR cells, fluo-8 calcium fluorescence, EC20 TRH enhancement | enhancement, % at 2 µM | 360,000 compounds, 0.66% hits | AID 493056; in the data active means enhancement above about 30%; further: 0% is about no effect
#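 TRHR-expressing cells loaded with fluo-8 calcium dye were read kinetically (ex 480/em 530) during compound addition, then stimulated with an EC20 of TRH (10 nM final). Enhancement of the Gq-mediated intracellular calcium response was scored.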
# mIDH1 inhibitor = human IDH1 R132H inhibition | IDH1-R132H enzyme, NADPH consumption, diaphorase/resazurin fluorescence | AID 602179 | 390,000 compounds, 0.093% hits | Potency, µM (top dose mostly 76.6 µM), without a hit: top-dose activity change, negative = inhibition, most hits filed as inhibitors; further: potency means the concentration at half of the fitted maximal effect; on the % scale 0 is the no-effect control and ±100 the full control effect; nearly all actives have a fitted effect of over 65% in size
#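 IDH1-R132H (0.5 ug/mL dispensed) in pH 7.5 Tris buffer was preincubated 30 min with compound, then given a substrate mix of 0.016 mM NADPH and 2 mM alpha-KG for 80 min at room temperature; remaining NADPH was read by diaphorase/resazurin fluorescence.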
# USP1-UAF1 inh = inhibitors of human USP1/UAF1 deubiquitinase; 390,000 compounds, 0.23% hits; Potency, µM (highest dose often 57.1 µM), for inactives: at the highest dose activity change, negative = inhibition, hits mostly inhibitors; O94782; recombinant USP1/UAF1, Ub-Rhodamine cleavage fluorescence; further: potency means the concentration at half of the fitted maximal effect; on the % scale 0 is the no-effect control and ±100 the full control effect; nearly all actives have a fitted effect of over 60% in size; inactives centre near -12
# Target sequence (O94782 whole entry, looked up): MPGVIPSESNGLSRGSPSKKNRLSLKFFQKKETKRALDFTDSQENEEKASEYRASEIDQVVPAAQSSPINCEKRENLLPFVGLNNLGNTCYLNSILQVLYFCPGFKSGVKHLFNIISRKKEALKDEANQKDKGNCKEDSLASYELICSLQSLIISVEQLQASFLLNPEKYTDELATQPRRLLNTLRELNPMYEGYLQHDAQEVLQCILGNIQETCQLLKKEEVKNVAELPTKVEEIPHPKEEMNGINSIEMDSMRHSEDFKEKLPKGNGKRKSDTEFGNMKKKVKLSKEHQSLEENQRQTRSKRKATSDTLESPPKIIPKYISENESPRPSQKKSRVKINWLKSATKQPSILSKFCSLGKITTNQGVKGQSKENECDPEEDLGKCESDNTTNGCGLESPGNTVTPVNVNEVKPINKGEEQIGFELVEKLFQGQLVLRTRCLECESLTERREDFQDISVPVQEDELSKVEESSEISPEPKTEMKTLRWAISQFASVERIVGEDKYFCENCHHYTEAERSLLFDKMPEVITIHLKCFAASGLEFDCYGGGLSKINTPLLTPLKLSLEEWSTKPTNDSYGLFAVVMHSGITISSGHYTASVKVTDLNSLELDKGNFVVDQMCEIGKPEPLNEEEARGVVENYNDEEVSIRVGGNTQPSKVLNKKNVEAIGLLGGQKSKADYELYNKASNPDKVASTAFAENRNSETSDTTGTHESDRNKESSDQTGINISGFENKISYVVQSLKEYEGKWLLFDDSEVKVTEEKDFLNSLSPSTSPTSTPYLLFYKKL
#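 1 nM enzyme complex + cpd, 15 min RT; start with Ub-Rho 150nM final; kinetic fluorescence ex 480/em 540, 6 reads q60 s. Buffer 50mM HEPES pH 7.8, 0.5mM EDTA, 0.1 mg/ml BSA, 1mM TCEP, 0.01% Tween-20.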
# D2 agonist = agonists of human D2 dopamine receptor; P14416; HEK293 T-REx D2 cells, calcium flux agonist mode; activation, % at 2 µM; 340,000 compounds, 0.53% hits; AID 485358;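 active means activation over 3 SD above normal in the single-dose calcium agonist read, cut at about 30% in these data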; further: 0% is about no effect
#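 Tetracycline-induced HEK293 Trex cells with D2 receptor force-coupled to calcium signaling, plated overnight at 30 C and loaded with no-wash calcium dye. Calcium flux read kinetically for 180 s after compound addition; responses flag agonists.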
# D2 antag = antagonizes the human D2 dopamine receptor; HEK293 TREx D2 cells, calcium flux, dopamine EC80; inhibition, % at 10 µM; 340,000 compounds, 2% hits; AID 485344; in the data active means inhibition above about 30%; further: 0% is about no effect
#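 Measurement of antagonist activity uses fluorescent calcium dye in inducible HEK293 T-REx D2 cells: 10 s baseline, compound addition with 180 s read, EC80 dopamine addition with a further 180 s read.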
# TRHR ag = activates the human TRH receptor; P34981; TRHR cells, calcium flux fluo-8, FDSS agonist mode; activation, % at 2 µM; 360,000 compounds, 0.18% hits; AID 493084; in the data active means activation above about 30%; further: 0% is about no effect
#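 Steps: seed TRHR cells overnight; add fluo-8 no-wash Ca dye, RT 30 min–1.5 h; record 10 s baseline; pin-transfer compounds; monitor fluorescence 1 cycle/s for the agonist window. Calcium increases flag candidate agonists.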
# TrxR1 inh = rat TrxR1 inhibition. recombinant rTrxR1, NADPH fluorescence consumption, selenite substrate. O89049. Potency, µM (top dose mostly 114 µM), without a hit: top-dose activity change, negative = inhibition, most hits filed as inhibitors. 390,000 compounds, 1% hits; further: potency means the concentration at half of the fitted maximal effect; on the % scale 0 is the no-effect control and ±100 the full control effect; nearly all actives have a fitted effect of over 65% in size
#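 Rat TrxR1 (90 nM in the dispensed reagent) was pre-reduced with 400 uM NADPH for 5 min at room temperature, then incubated with compound for 15 min. After 400 uM selenite was added, NADPH fluorescence (Ex 340/Em 450 nm) was followed for 8 min.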
# An asterisk follows results filed as active; u = inconclusive; x = not tested or not shown; & = joins results of further samples; [ ] = another dose, or the depositor's remark. Unless noted, the call rests on the fitted dose curve; in most records, active means well fitted inhibition curve with a large enough effect; inconclusive means small, poorly fitted or top-dose-only effect; inactive means no such curve, though single readings can be large or run the other way. An excerpt; count on the stated rates, not on these rows.
SMILES,TrxR1 substrate,Pin1 inhibitor,TRHR enhancer,mIDH1 inhibitor,USP1-UAF1 inh,D2 agonist,D2 antag,TRHR ag,TrxR1 inh
CC(C(=O)Nc1nc2ccccc2s1)n1cc([N+](=O)[O-])cn1 (stereo not drawn),3%[57.1 µM],0%,1,3%,-19%,0.4,1,1.0,8%[57.1 µM]
Cc1cc(C(=O)Nc2cccc3cccnc23)ccc1[N+](=O)[O-],-3%,4%,-9,2%,-15%,0.2,13,0.3,25%
COC(=O)c1sccc1NC(=S)N1CCCCC1,1%,5%,6,-1%,-1%,0.3,-2,-0.7,5%
O=C1NN(c2ccc(Br)cc2)C(=O)/C1=C\c1ccc(O)cc1O,-15%,12%,-4,-9%,-13%,-0.3,6,1.1,u
CN(CC(=O)Nc1ccc(F)cc1)C(=O)CSc1ncccn1,2%,4%,0,4%,-16%,-0.3,-13,-0.2,11%
Cc1cccc(C)c1NC(=O)C(Cl)=C(Cl)Cl,-19%[57.1 µM],0%,1,14%,-13%,-1.0,7,-1.2,21%[57.1 µM]
Cc1nc(C(=O)Nc2ccccc2)sc1C(=O)Nc1ccccc1,-1%,u,-4,9%,-12%,1.3,-4,0.4,10%
Fc1ccccc1-c1nc(N2CCN(c3cccc(Cl)c3)CC2)c2ccccc2n1,35%,6%,-3,0%,u,0.7,x,0.6,52%[activator]
COc1cc(NC(=O)c2csc(N)n2)cc(C(=O)Nc2cccc(C(F)(F)F)c2)c1,0%,3%,21,-3%&-6%,-22%&-15%,1.4,4,-0.5,8%
CCN1CCN(CC(=O)Nc2cccc(C)c2C)C(=O)C1=O,8%,-2%,1,7%,0%,1.0,-8,-0.3,34%
COc1cc(NC(=O)CSc2nnc(C)n3c2cc2oc(C)cc23)cc(OC)c1,5%,5%,-6,3%,-7%,-1.2,x,0.1,8%
Cc1ccsc1C(=O)N1CC=C(c2ccccc2)CC1,2%,-10%,1,7%,-18%,0.1,-8,-0.3,11%
O=C1c2ccccc2NC(c2ccc(-c3cccc(Cl)c3)o2)N1O (stereo not drawn),4%,18%,2,17%,-12%,0.0,-28,0.0,-26%
COCCCN1C(=O)/C(=C\c2ccc3c(c2)OCO3)C(C(=O)OC)=C1C,-10%,-8%,-5,-2%,-15%,0.2,7,-0.4,-15%
Cc1cc2oc3cc(NCCC4CCCN4C)ccc3c(=O)c2cc1C (stereo not drawn),592%[activator],-1%,x,0%[38.3 µM],-30%,x,x,x,-14%

# Next section; it opens with the 2 that closed the last part.
SMILES,TrxR1 substrate,Pin1 inhibitor,TRHR enhancer,mIDH1 inhibitor,USP1-UAF1 inh,D2 agonist,D2 antag,TRHR ag,TrxR1 inh
COCCCN1C(=O)/C(=C\c2ccc3c(c2)OCO3)C(C(=O)OC)=C1C,-10%,-8%,-5,-2%,-15%,0.2,7,-0.4,-15%
Cc1cc2oc3cc(NCCC4CCCN4C)ccc3c(=O)c2cc1C (stereo not drawn),592%[activator],-1%,x,0%[38.3 µM],-30%,x,x,x,-14%
Cc1cc(C)c(S(=O)(=O)NCCc2cc3c(C)ccc(C)c3[nH]c2=O)c(C)c1,-1%,9%,4,-2%,-26%,0.8,x,-0.1,-5%
Cc1occc1C(=O)N/N=C/C1=C(N2CCOCC2)C(=C\c2ccc(Cl)cc2)/CC1,8%,13%,2,1%,-17%,0.4,-3,-1.0,-16%
COc1ccc(Nc2ncnc3c2c(-c2ccccc2)cn3-c2ccc(C)c(Cl)c2)cc1OC,4%[57.1 µM],1%,-2,-19%,u,-0.3,x,-0.5,27%[57.1 µM]
O=C1CCCC(O)=C1C=NCc1ccccc1,-12%[57.1 µM],-2%,0,9%,-9%,-0.7,-9,-0.5,24%[57.1 µM]
CCc1ccccc1NC(=O)CN1CCN(C(=O)CNC(=O)c2ccc(-c3ccccc3)cc2)CC1,0%,7%,4,3%,-11%,0.0,5,-0.6,9%
CC(NC(=O)c1ccccc1Cl)C(=O)O (stereo not drawn),10%,0%,-1,5%,u,0.3,-3,0.4,24%
CCC(C(=O)OCC(=O)N(C)c1c(N)n(Cc2ccccc2)c(=O)[nH]c1=O)c1ccccc1 (stereo not drawn),2%[57.1 µM],1%,7,-13%,-21%,0.2,-6,0.1,13%[57.1 µM]
Nn1c(SCC(=O)Nc2c(F)cc(F)cc2Br)nnc1C1CCCCC1,3%,-2%,5,-3%,-19%,1.2,-3,0.3,14%
COC1=CC(=O)C[C@@H](C)[C@]12Oc1c(Cl)c(OC)cc(OC)c1C2=O,13%,-9%,5,-7%,-23%,0.0,-2,0.3,2%
COC(=O)c1c(C)sc(-c2c(-c3cccc(OC)c3)[nH]c3c2c(=O)[nH]c(=O)n3C)c1O,0%,55%[activator],3,x,-13%,-1.9,x,2.3,10%
Cc1ccc2c(cnn2C(=O)CCCC(=O)NC(C)c2ccccc2)c1 (stereo not drawn),-7%[57.1 µM],-3%,1,14%,-17%,-0.1,14,-0.2,12%[57.1 µM]
CCC(=O)Nc1ccc(NC(=S)NC(=O)c2cc3ccccc3o2)cc1,-4%,-2%,2,4%,-6%,0.8,-9,0.8,-15%
CCCc1nnc(SCC(=O)Nc2cc(C)on2)n1CCOC,2%,-13%,20,-3%,-3%,-0.7,20,-0.2,20%
Cc1cc(C)cc(N=C2NC(=O)/C(=C/c3cccs3)S2)c1,-3%,3%,1,-2%,-8%,-1.5,6,-0.9,5%
C[C@]12C=CC(=O)C=C1CC[C@@H]1C2[C@@H](O)C[C@@]2(C)C1CC[C@]2(O)C(=O)COC(=O)CCC(=O)O (stereo partly drawn),8%[57.1 µM],7%,-1,2%,-17%,-1.0,-9,0.9,1%[57.1 µM]

# 5 compounds from above, arranged by the number in Pin1 inhibitor, largest number first:
Compound,Pin1 inhibitor
Cc1cc(C)c(S(=O)(=O)NCCc2cc3c(C)ccc(C)c3[nH]c2=O)c(C)c1,9%
C[C@]12C=CC(=O)C=C1CC[C@@H]1C2[C@@H](O)C[C@@]2(C)C1CC[C@]2(O)C(=O)COC(=O)CCC(=O)O (stereo partly drawn),7%
CN(CC(=O)Nc1ccc(F)cc1)C(=O)CSc1ncccn1,4%
COc1ccc(Nc2ncnc3c2c(-c2ccccc2)cn3-c2ccc(C)c(Cl)c2)cc1OC,1%
Cc1cccc(C)c1NC(=O)C(Cl)=C(Cl)Cl,0%

# Reformatted: entries from further up
# Every second line gives: TrxR1 substrate	Pin1 inhibitor	TRHR enhancer	mIDH1 inhibitor	USP1-UAF1 inh	D2 agonist	D2 antag	TRHR ag	TrxR1 inh
- CCC(C(=O)OCC(=O)N(C)c1c(N)n(Cc2ccccc2)c(=O)[nH]c1=O)c1ccccc1 (stereo not drawn)
    2%[57.1 µM]	1%	7	-13%	-21%	0.2	-6	0.1	13%[57.1 µM]
- Nn1c(SCC(=O)Nc2c(F)cc(F)cc2Br)nnc1C1CCCCC1
    3%	-2%	5	-3%	-19%	1.2	-3	0.3	14%

# Next section:
SMILES,TrxR1 substrate,Pin1 inhibitor,TRHR enhancer,mIDH1 inhibitor,USP1-UAF1 inh,D2 agonist,D2 antag,TRHR ag,TrxR1 inh
Cc1ccc2cc(CN(CCN3CCOCC3)C(=O)NCc3ccccc3)c(=O)[nH]c2c1C,21%[57.1 µM],2%,-3,-2%,-7%,-0.2,-16,0.1,3%[57.1 µM]
Cc1nnc2c(Oc3ccccc3)nc3ccccc3n12,10%[57.1 µM],-4%,6,2%,4%,0.6,-10,0.0,10%[57.1 µM]
CN(Cc1ccccc1)S(=O)(=O)c1ccc(Cl)c(C(=O)OCC(=O)NC2CCS(=O)(=O)C2)c1 (stereo not drawn),5%,-3%,x,2%,-21%,x,x,x,15%
O=C(CSc1ccc(-c2cccnc2)nn1)Nc1ccccc1,5%,-2%,-6,4%,-22%,x,x,0.4,18%
CCCn1nnnc1SCC(=O)N1CCCC1,-11%,0%,2,3%,-2%,x,x,0.0,-5%
Cc1nn(C(C)C(=O)NNC(=S)Nc2ccc(F)cc2)c(C)c1[N+](=O)[O-] (stereo not drawn),4%,0%,4,1%,-7%,0.2,18,-0.1,-13%
CCOc1ccccc1C1NC(=O)NC(C)=C1C(=O)OC1CCCC1C (stereo not drawn),-6%,1%,8,-21%,-26%,-0.9,-14,0.2,2%
CC(O)CNc1nc2c(c(=O)n(Cc3ccc(Cl)c(Cl)c3)c(=O)n2C)n1C (stereo not drawn),-10%,3%,2,0%,7%,1.8,11,0.7,-16%
CCOC(=O)CNc1nc(Cl)nc(N2CCCCC2)n1,5%,1%,-3,1%,-17%,-0.7,-9,-0.2,17%
O=c1cc(-c2ccccc2)nc(SCc2nc(-c3ccccc3Cl)no2)[nH]1,3%[57.1 µM],-2%,-2,-11%,-20%,0.3,x,-0.1,32%[57.1 µM]
COc1ccc(-c2cn3nc(SCC(=O)Nc4ccc(C)c(Cl)c4)ccc3n2)cc1,13%[57.1 µM],13%,-2,-5%,-14%,0.4,x,0.4,18%[57.1 µM]
COc1ccccc1C1=Nn2c(nnc2C2CCCCC2)SC1,-20%,2%,-1,3%,-10%,x,-16,-1.0,u
CCOCCCN(Cc1ccco1)C(=O)c1cc2c(s1)-c1c(C)cccc1OC2,101%[activator],u,-2,0%,u,0.1,x,0.3,46%[activator]
C=CCOc1ccccc1CN1CCC(n2nccc2NC(=O)C2CC2)CC1,-8%,1%,-4,3%,-1%,0.4,-14,-0.2,-1%
O=C(CCCCn1c(=O)[nH]c2ccsc2c1=O)NCC1CCCO1 (stereo not drawn),11%,-2%,-2,0%,-4%,0.2,0,1.2,13%
CCCCn1c(=O)[nH]c(=O)c2c1nc(-c1ccc(-c3ccccc3Br)o1)n2CC,3%,20%,1,-3%,-11%,0.5,2,-0.1,u
N/C(=N\O)c1ccc(Cl)cc1Cl,2%,1%,-5,5%,-4%,-0.3,10,-0.9,24%
